Compound activity deposited in PubChem by several laboratories.
FAK blocker = inhibitors of human focal adhesion kinase. Q05397. biochemical FAK kinase activity assay. inhibition, %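 (tested at 7 µM)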. 0.84% of 97,000 active. AID 727; in the data active = inhibition above about 19%;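 also: 0% = DMSO and 100% = reference compound high control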
MT1-MMP txn act = MT1-MMP promoter transcription activation | HT1080 MT1-MMP promoter luciferase reporter, luminescence, overnight; hits give high values | activation factor at 10 µM | 0.16% of 86,000 active | AID 750;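 active = activation factor of at least 2 for MT1-MMP transcription at 10 µM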
EphB4 antag = antagonists of human EphB4-ephrin-B2 interaction. P54760. EphB4 LBD / TNYL-RAW-Alexa532 peptide, fluorescence polarization. inhibition, % at 7 µM. 0.15% of 97,000 active;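 active = inhibition above the screen-wide mean inhibition plus 3 SD, cut at about 15% in these data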;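 also: 0% = DMSO wells and 100% = excess unlabeled TNYL-RAW peptide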
Target sequence (P54760 whole entry, looked up, the tested form may be a part): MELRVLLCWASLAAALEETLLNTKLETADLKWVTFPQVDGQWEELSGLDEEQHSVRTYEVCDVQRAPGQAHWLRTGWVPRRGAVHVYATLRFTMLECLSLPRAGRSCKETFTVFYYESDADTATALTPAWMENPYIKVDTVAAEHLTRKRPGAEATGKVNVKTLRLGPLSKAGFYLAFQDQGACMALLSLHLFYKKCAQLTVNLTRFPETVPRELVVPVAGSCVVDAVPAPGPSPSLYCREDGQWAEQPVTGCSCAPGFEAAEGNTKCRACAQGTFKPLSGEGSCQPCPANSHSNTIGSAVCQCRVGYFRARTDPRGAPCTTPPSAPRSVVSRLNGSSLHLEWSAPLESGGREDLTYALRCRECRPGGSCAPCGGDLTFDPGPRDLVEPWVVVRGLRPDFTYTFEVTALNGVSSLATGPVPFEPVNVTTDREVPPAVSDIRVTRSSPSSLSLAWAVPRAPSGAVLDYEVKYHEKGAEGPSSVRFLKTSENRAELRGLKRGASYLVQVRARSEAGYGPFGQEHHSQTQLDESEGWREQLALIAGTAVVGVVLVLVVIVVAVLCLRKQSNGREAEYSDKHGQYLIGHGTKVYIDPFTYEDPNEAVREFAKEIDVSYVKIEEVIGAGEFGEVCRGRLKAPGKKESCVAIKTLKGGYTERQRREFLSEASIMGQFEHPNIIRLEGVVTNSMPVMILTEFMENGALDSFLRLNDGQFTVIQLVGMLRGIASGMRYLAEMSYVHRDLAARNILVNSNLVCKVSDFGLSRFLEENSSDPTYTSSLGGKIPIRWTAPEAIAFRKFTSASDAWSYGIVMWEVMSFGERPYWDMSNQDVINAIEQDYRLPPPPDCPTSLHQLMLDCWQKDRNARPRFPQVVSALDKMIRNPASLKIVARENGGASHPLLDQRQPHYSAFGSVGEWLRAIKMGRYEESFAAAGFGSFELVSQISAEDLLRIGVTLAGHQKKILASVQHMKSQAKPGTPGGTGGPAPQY
S1P2 ag = S1P2 (human) receptor agonism. S1P2-expressing cell line, agonist reporter read-out. activation, % at 4.5 µM. 0.46% of 97,000 active; in the data active = activation above about 16%;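 also: 0% = vehicle low control and 100% = maximal reference agonist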
HIV Rev-RRE inh = HIV Rev-RRE protein-RNA interaction inhibition; AID 704; inhibition, % at 8 µM; Rev peptide-RRE RNA binding, FRET; 0.79% of 97,000 active; P05866;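 active = inhibition above the screen-wide mean plus 3 SD, cut at about 35% in these data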;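 also: 0% = median DMSO wells and 100% = median Neomycin B control wells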
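Test system – labelled RRE RNA duplex and labelled Rev peptide · Reagent – labelled Rev peptide · Doses – one concentration, 8 µM nominal · Incubation – 5 + 15 min at 25 °C · Signal – FRET fluorescence readout · Read-out basis – % inhibition of FRET ratio versus controls · Control set – DMSO wells as 0% and neomycin B wells as 100% inhibition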
PLK1 inh = PLK1 (human) kinase inhibition | P53350 | recombinant PLK1 kinase, TR-FRET peptide phosphorylation | inhibition, % at 10 µM | 0.53% of 97,000 active;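 active = inhibition of 50% or more in the single-concentration screen; inactive = inhibition below 50%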;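 also: 0% = DMSO max control and 100% = H-89 dihydrochloride min control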
S1P2 antag = antagonists of human S1P2 receptor; O95136; cell-based S1P2 antagonist assay, inhibition at 5 uM; inhibition, % at 5 µM; 0.21% of 97,000 active; AID 736; in the data active = inhibition above about 45%;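 also: CRE beta-lactamase reporter cells expressing human S1P2 stimulated with S1P; 0% = agonist at EC80 alone and 100% = agonist plus reference antagonist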
PLAP act = human PLAP activation | P05187 | purified PLAP enzyme, luminescent substrate read-out; hits give high values | activation fold at 20 µM | 1.2% of 96,000 active; in the data active = activation fold above about 2
PLK1 PBD inh = Plk1 (human) PBD binding inhibition. P53350. Plk1 PBD phosphopeptide binding, fluorescence polarization. inhibition, %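 (tested at about 20 µM)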. 0.13% of 97,000 active. AID 693; in the data active = inhibition above about 34%, passing the limit was not always enough
An asterisk follows results filed as active; . = no result given; [ ] = another dose, or the depositor's remark. Random draw from the library, and some 3.9% of all compounds hit somewhere here.

molecule	FAK blocker	PLAP act	PLK1 inh	HIV Rev-RRE inh	EphB4 antag	MT1-MMP txn act	PLK1 PBD inh	S1P2 antag	S1P2 ag
CCCNC(=S)N1CCC(c2nc3cc(C)c(C)cc3[nH]2)CC1	7	0.9	-17	1	1	.	29	12	-6
CCOCCCNC(=O)c1ccc(CS(=O)(=O)Cc2cccc(C)c2)o1	-2	1	-4	1	-4	1.4	11	10	-4
CCC(=O)NC(=S)Nc1cccc(NC(=O)CC)c1	-4	1	-4	-1	-9	.	2	-5	-2
Cn1c(=O)c2c(nc(SCCN3CCCCC3)n2Cc2ccccc2)n(C)c1=O	-1	1.8	-8	5	-10	1.2	-24	0	-8
CCn1c(SCC(=O)NCc2ccccc2)nc2c(c1=O)SC(C)C2 (stereo unspecified)	5	1	-6	6	3	.	17	7	-7
Cc1nn(Cc2cccc(C(=O)Nc3ccn(Cc4ccccc4)n3)c2)c(C)c1[N+](=O)[O-]	0	0.8	-15	10	6	.	13	21	-7
O=C(NCc1cccnc1)c1ccc(=O)oc1	-4	0.8	0	5	-2	0.9	8	7	-4
COc1ccc(OCc2nnc(SCC(=O)O)n2N)cc1	-6	1.2	-1	5	-1	1.1	13	14	-6
CCC1CCc2c(sc(N)c2C(N)=O)C1 (stereo unspecified)	4	.	4	-2	-2	1.1	20	13	-2
O=[n+]1c2c(n([O-])c3cc(F)c(F)cc31)CCCC2	0	0.9	2	3	-3	1	-15	13	-3
CC(=O)c1cc(NC(=O)c2ccccc2)c(=O)oc1/C=C/N(C)C	-4	0.8	-15	119*[fluorescence artefact?]	-10	.	-75	26	-6
Cc1ccc(C2CC(=O)Nc3sc(C(N)=O)c(N)c32)cc1 (stereo unspecified)	-1	0.9	22	9	-2	1	-12	4	-5
Cc1ccc(C2=N/C(=C\c3cccs3)C(=O)N2Nc2ccccc2)cc1	-6	1	-6	14	0	1.1	1	13	-6
Cc1ccc(NC(=O)C2C3CC4OC(=O)C2C4C3)cc1Cl (stereo unspecified)	0	1.2	-18	7	-1	1	11	-10	-7
COc1ccc(S(=O)(=O)Nc2ccc3c(c2)OCO3)cc1	2	1.1	-10	5	3	1.2	-19	14	-7
Cc1cc(NCC(C)C)n2ncnc2n1	-5	0.9	-13	4	-5	1.3	-1	14	-9
CCOc1ccc(NC(=O)c2ccccc2OCC(=O)c2ccc(C)cc2)cc1	-2	1	-11	13	-2	.	9	-24	-2
O=C(O)Cn1cc(C(=O)c2ccco2)c2ccccc21	0	1.3	-2	1	1	0.9	12	18	-9
Cc1cc(C)c2c(=O)[nH]n(C3CC(C)N(C)CC3C)c2n1 (stereo unspecified)	0	1	-1	3	0	1.1	12	-14	-1
COc1ccc(-c2nc(CSCC(=O)NCCC3=CCCCC3)c(C)o2)cc1OC	0	1.4	-13	3	3	1.3	13	-13	-1
Cc1cccc(-n2c(SCCC(=O)O)nnc2-c2cccs2)c1C	-1	1.2	-10	4	-6	1	-37	14	-4
CCC(=O)Nc1cc(-c2nn(C)c(=O)c3ccccc23)ccc1OC	-1	1.2	-5	3	1	1.3	12	-6	-2
CCc1ccc2[nH]c(=O)c(CN(Cc3ccccc3)C(=O)Nc3ccccc3OC)cc2c1	2	1.5	-14	5	10	1.2	7	-3	-4
COc1ccc(S(=O)(=O)Cc2ccc(C(=O)NCCc3ccc(S(N)(=O)=O)cc3)o2)cc1	-1	0.9	-6	6	-5	.	20	-12	-6
COc1ccccc1N1CCN(CCC(=O)Nc2ccc3c(c2)OCO3)CC1	0	1.5	-15	-3	-5	.	-12	-4	-3

Five records drawn at random from those above, as already listed:
molecule	FAK blocker	PLAP act	PLK1 inh	HIV Rev-RRE inh	EphB4 antag	MT1-MMP txn act	PLK1 PBD inh	S1P2 antag	S1P2 ag
CCc1ccc2[nH]c(=O)c(CN(Cc3ccccc3)C(=O)Nc3ccccc3OC)cc2c1	2	1.5	-14	5	10	1.2	7	-3	-4
Cc1ccc(C2CC(=O)Nc3sc(C(N)=O)c(N)c32)cc1 (stereo unspecified)	-1	0.9	22	9	-2	1	-12	4	-5
Cn1c(=O)c2c(nc(SCCN3CCCCC3)n2Cc2ccccc2)n(C)c1=O	-1	1.8	-8	5	-10	1.2	-24	0	-8
CCC(=O)Nc1cc(-c2nn(C)c(=O)c3ccccc23)ccc1OC	-1	1.2	-5	3	1	1.3	12	-6	-2
CCC1CCc2c(sc(N)c2C(N)=O)C1 (stereo unspecified)	4	.	4	-2	-2	1.1	20	13	-2

Quoted from the listing:
`Cc1cc(NCC(C)C)n2ncnc2n1` in PLK1 PBD inh shows -1
`O=C(O)Cn1cc(C(=O)c2ccco2)c2ccccc21` in EphB4 antag shows 1

Next part.
molecule	FAK blocker	PLAP act	PLK1 inh	HIV Rev-RRE inh	EphB4 antag	MT1-MMP txn act	PLK1 PBD inh	S1P2 antag	S1P2 ag
CC(=O)NC(=O)COC(=O)/C=C/c1c(C)nn(Cc2c(Cl)cccc2Cl)c1Cl	-2	1.9	3	2	5	.	-15	-29	-3
COc1ccc(CCn2c(-c3ccco3)nc3ccccc3c2=O)cc1OC	-3	0.9	4	11	5	1	1	19	5
Cc1cc(C)c(C(N)=O)c(NC(=O)Nc2ccccc2)n1	0	0.9	-7	4	-5	.	20	-3	0
O=C(CSc1nccc(=O)[nH]1)Nc1ccc(Br)c(Cl)c1	-3	1	-14	2	0	1.2	8	-21	-9
